Bioassay records (PubChem BioAssay)
BAP1 block = inhibitors of human BAP1 deubiquitinase; Q92560; recombinant BAP1, Ub-AMC hydrolysis fluorescence kinetic; hits give low values; 72,000 compounds, 0.48% hits; activity remaining (% of control), % at 20 µM; AID 436;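 active means activity remaining at or below 50% of control, provided the compound also passes the data quality filters; inactive means the rest, including low values that fail the filters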;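 further: 100% = DMSO wells rate and 0% = substrate alone blank rate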
HePTP inh = inhibitors of human HePTP phosphatase; P35236; 110,000 compounds, 0.64% hits; AID 521; recombinant HePTP phosphatase activity, OD absorbance; inhibition, % at 20 µM; in the data active means inhibition above about 50%;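 further: plate controls were vehicle for no effect and reference inhibitor for full effect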
Target sequence (P35236 whole entry, looked up): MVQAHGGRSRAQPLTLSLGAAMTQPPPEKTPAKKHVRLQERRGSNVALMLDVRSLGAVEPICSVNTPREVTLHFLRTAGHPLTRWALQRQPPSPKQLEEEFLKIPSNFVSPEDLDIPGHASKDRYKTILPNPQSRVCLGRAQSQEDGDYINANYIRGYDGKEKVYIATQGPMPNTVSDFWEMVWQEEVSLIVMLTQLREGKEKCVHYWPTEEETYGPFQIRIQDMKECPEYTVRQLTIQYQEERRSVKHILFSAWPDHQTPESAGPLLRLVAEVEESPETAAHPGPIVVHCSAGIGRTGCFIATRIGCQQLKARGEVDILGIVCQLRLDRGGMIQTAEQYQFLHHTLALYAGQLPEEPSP
The depositor's hits bear a star; nt = not tested or not shown.

SMILES | BAP1 block | HePTP inh
Cc1cc(C)n(-c2ccc(Cl)c(C(=O)Nc3ccc(-c4nnc5n4CCCCC5)cc3)n2)n1 | 128 | 5
CCn1c(SCC(=O)N2CCCC2)nnc1-c1ccc(S(=O)(=O)N2CCCCCC2)cc1 | 102 | -3
O=C(NCCCCC(NC(=O)C1CCCCC1)C(=O)O)c1ccccc1 (stereo not drawn) | 85 | 7
O=C(NC(=S)Nc1ccc([N+](=O)[O-])cc1O)C12CC3CC(CC(C3)C1)C2 | nt | -11
O=C(CC(SCc1ccco1)c1ccc(O)cc1)c1cccs1 (stereo not drawn) | 73 | 12
CC(=O)Nc1ccccc1NC(=O)c1ccc(I)cc1 | nt | 9
O=c1/c(=C/c2ccc(O)c(Cl)c2)sc2nc3ccccc3n12 | nt | 4
CCOc1ccc(-c2cc(CCCC(=O)N3CCN(c4ccc(OC)cc4)CC3)no2)cc1 | 80 | -3
O=C(c1ccc(S(=O)(=O)N2CCC(c3nc4ccccc4[nH]3)CC2)cc1)N1CCOCC1 | 106 | 1
COc1ccc(C(=O)N(Cc2nc(-c3ccc(C)cc3)no2)C2CCCCC2)cc1OC | 81 | 6
O=C(CCC1CCCC1)Nc1ccc2c(c1)oc1ccccc12 | nt | -18
Cc1nc(=O)c(-c2ccccc2)c(C)n1-c1ccc(S(N)(=O)=O)cc1 | 160 | 6
CCCN1C(=O)C(O)(C2COC(C)(C)CC2=O)c2ccccc21 (stereo not drawn) | nt | 5
COc1ccc(CNC(=O)c2cnn3c2NC(c2ccco2)CC3C(F)(F)F)cc1 (stereo not drawn) | nt | -13
N#Cc1cc(Oc2cccc3cccnc23)c(-n2nnc3ccccc32)cc1C#N | 66 | 7
CCCP(=O)(CCC)CCP(=O)(c1ccccc1)c1ccccc1 | nt | 12
CSc1nc2c(ccc3ccccc32)o1 | 121 | 11
COc1ccccc1NC(=O)c1ccc(OC)c([N+](=O)[O-])c1 | nt | -4
CC(O)Cc1nsc(NC(=O)c2cccs2)n1 (stereo not drawn) | 83 | 2
O=[N+]([O-])c1ccc2nc(N3CCOCC3)sc2c1 | nt | -6
Cc1ccc(C)c(NC(=O)C(C)(C)C)c1 | 76 | nt
COc1ccc2nc(SCc3cnc(C)nc3N)[nH]c2c1 | 73 | 5
CCOC(=O)C1=C(C)N=c2s/c(=C3\C(=O)N(CC(N)=O)c4ccccc43)c(=O)n2C1c1ccccc1 (stereo not drawn) | nt | -4
N=C1S/C(=C\c2ccc(-c3ccccc3[N+](=O)[O-])o2)C(=O)N1c1ccc2c(c1)OCO2 | nt | 21

Taken from the results shown for reference:
SMILES | BAP1 block | HePTP inh
COc1ccc2nc(SCc3cnc(C)nc3N)[nH]c2c1 | 73 | 5
CCOC(=O)C1=C(C)N=c2s/c(=C3\C(=O)N(CC(N)=O)c4ccccc43)c(=O)n2C1c1ccccc1 (stereo not drawn) | nt | -4
N=C1S/C(=C\c2ccc(-c3ccccc3[N+](=O)[O-])o2)C(=O)N1c1ccc2c(c1)OCO2 | nt | 21

Going on with the list.
SMILES | BAP1 block | HePTP inh
COc1ccc(CC(=O)Nc2ccccc2F)cc1OC | nt | 8
CCOc1cc(C2Nc3ccccc3C(=O)N2Cc2ccccc2)ccc1O (stereo not drawn) | nt | 5
CCOC(=O)CN1CC23C=CC(O2)C(C(=O)NCc2ccccc2OC)C3C1=O (stereo not drawn) | 96 | 12
COc1cccc(OCCNC(=O)c2ccc(C)cc2)c1 | nt | -5
O=C(Nc1cccc(Cl)c1)C1CC(=O)N(c2ccc(Br)cc2)C1 (stereo not drawn) | nt | 7
COCCn1c(SCC(=O)Nc2cc(C)on2)nnc1-c1c[nH]c2ccccc12 | 96 | 1
O=C1C(Cl)=C(N2CCN(c3ccccc3)CC2)C(=O)N1c1ccc(Br)cc1 | nt | 2
O=C(NCC1CCN(C(=O)c2cccc(F)c2)CC1)c1cccc(F)c1 | nt | -6
COc1cc(/C=C2\C(=O)N(c3ccc(S(N)(=O)=O)cc3)N=C2C)cc(Br)c1O | nt | 4
CC(=O)NC(=O)c1cc2ccccc2oc1=Nc1ccc(C)cc1 | 96 | nt
COc1cccc2c(=O)c(CCC(=O)O)c(C)[nH]c12 | nt | 9
COc1cccc(C2NC(=S)NC(C)=C2C(=O)Nc2ccccc2C)c1OC (stereo not drawn) | nt | -21
COC(=O)Cn1cnc2sc(C)c(S(=O)(=O)N3CCC(C)CC3)c2c1=O | 95 | -4
Cc1cccc(-c2noc(-c3ccc(C)c([N+](=O)[O-])c3)n2)c1 | nt | -1
O=C1c2ccccc2NC(c2ccc3c(c2)OCO3)N1Cc1ccco1 (stereo not drawn) | nt | -3
CC(NS(C)(=O)=O)C(c1cccs1)N1CCN(c2ccccc2F)CC1 (stereo not drawn) | 111 | nt
C=CCOc1ccc(/C=C/C(=O)c2ccc(C)cc2)cc1 | nt | 7
Cc1ccc(S(=O)c2ccc(C)cc2)cc1 | 88 | 6
COc1ccc(OC)c(NC(=O)C2CCN(S(C)(=O)=O)CC2)c1 | 128 | -2
CC1=C(C(=O)NCc2ccccn2)C2(CCC(C)CC2)OC1=O (stereo not drawn) | 95 | 9
C=CCSc1nc2c(c(=O)[nH]c(=O)n2C)n1CCCC | 77 | nt
COc1ccccc1N1CCN(C(c2cccs2)c2nnnn2C2CCCC2)CC1 (stereo not drawn) | 86 | 12
Cc1ccc(N2NC(=O)/C(=C/c3ccc(-c4ccc5c(c4)COC5=O)o3)C2=O)cc1C | nt | 12
CCC(C)NC(=O)C1CCN(c2nc(C)cc(C)n2)CC1 (stereo not drawn) | 94 | -2
Cc1cc(C)n2nc(SCC(=O)N(C)c3ccccc3)nc2n1 | 88 | 0
Cc1cc(C)cc(N2C(=O)NC(=O)/C(=C\c3ccc(I)o3)C2=O)c1 | nt | 25
COc1cc(/C=N\NC(=O)c2cccc3ccccc23)ccc1O | nt | 6
COc1cccc(-c2nc(CSCC(=O)N3CCc4ccccc43)c(C)o2)c1 | 62 | -8
Cc1ccc(-c2cc(CC(C)C)nc(N)c2C#N)cc1 | nt | -11
COc1ccc(C(=O)NC(=S)Nc2ccc(S(=O)(=O)N=C(N)N)cc2)cc1 | nt | -3
COc1ccc2[nH]c3c(=O)n(CCCCC(=O)N4CCCC4)c(=S)[nH]c3c2c1 | 93 | 0
COc1ccc(-c2nc(C(N)=O)c3[nH]c(=O)n(-c4cccc(Cl)c4)c3n2)cc1OC | 88 | 4
CCOC(=O)Cc1csc(NC(=O)c2ccc(C)o2)n1 | 108 | 9
CC(C)c1ccc(CNc2ccc(N3CCOCC3)cc2)cc1 | 93 | 1
O=C(Nc1ccc(NC(=O)c2ccc(Cl)cc2Cl)cc1)c1ccccc1 | nt | -16
CC(=O)C1=C(C)NC(=O)NC1c1ccc(OC2CCCC2)cc1 (stereo not drawn) | 68 | 8

Some of these compounds in order of the BAP1 block value, highest first:
SMILES | BAP1 block | HePTP inh
CCOC(=O)Cc1csc(NC(=O)c2ccc(C)o2)n1 | 108 | 9
COc1ccc2[nH]c3c(=O)n(CCCCC(=O)N4CCCC4)c(=S)[nH]c3c2c1 | 93 | 0
Cc1cc(C)n2nc(SCC(=O)N(C)c3ccccc3)nc2n1 | 88 | 0
CC(=O)C1=C(C)NC(=O)NC1c1ccc(OC2CCCC2)cc1 (stereo not drawn) | 68 | 8
COc1cccc(-c2nc(CSCC(=O)N3CCc4ccccc43)c(C)o2)c1 | 62 | -8

The listing continues:
SMILES | BAP1 block | HePTP inh
Cc1ccc(N=Cc2c(O)n(-c3ccccc3C)c(=O)[nH]c2=O)cc1 | nt | -11
CCSc1nnc(Cc2cc(=O)[nH]c(=O)[nH]2)n1-c1cccc(C)c1 | 97 | 9
O=C1/C(=C\c2ccc3c(c2)OCO3)SC(=S)N1C1CCS(=O)(=O)C1 (stereo not drawn) | nt | 4
O=C(NC1CCN(Cc2ccccc2)CC1)C1CCN(S(=O)(=O)c2cccc3cccnc23)CC1 | 100 | 9
COc1ccc(C2CC(=O)C3=C(C2)Nc2ccccc2NC3c2ccc(C)c([N+](=O)[O-])c2)cc1OC (stereo not drawn) | nt | 8
O=C(NCCCNC(=O)c1ccccn1)c1ccccn1 | 101 | 10
N/C(=N\OC(=O)c1ccccc1F)c1cccnc1 | nt | -5
C/C(=C\c1ccco1)C1Nc2cccc3cccc(c23)N1 | nt | 4
O=C(c1ccco1)N(c1ccccn1)c1ccccn1 | 98 | -8
CC(C)(CO)NCC(=O)NCCNc1ccc([N+](=O)[O-])cc1Cl | nt | -8
O=C(Nc1ccc(Cl)cc1Cl)C1C2C3CCC(C3)C12 (stereo not drawn) | nt | 4
NC1=NC(c2ccccc2)N(c2ccccc2)C(N)=N1 (stereo not drawn) | 83 | nt

Reformatted: entries from further up
| SMILES | BAP1 block | HePTP inh |
| --- | --- | --- |
| NC1=NC(c2ccccc2)N(c2ccccc2)C(N)=N1 (stereo not drawn) | 83 | nt |
| CC(C)(CO)NCC(=O)NCCNc1ccc([N+](=O)[O-])cc1Cl | nt | -8 |
| O=C(c1ccco1)N(c1ccccn1)c1ccccn1 | 98 | -8 |

Next part:
SMILES | BAP1 block | HePTP inh
COC(=O)C1=C(C)NC2=C(C(=O)CCC2)C1c1ccsc1 (stereo not drawn) | 79 | -2
Cc1cc(NS(=O)(=O)c2ccc(NC(=O)C(C)Oc3ccc4c(C)cc(=O)oc4c3)cc2)no1 (stereo not drawn) | 82 | 7
O=C(NCCN1CCOCC1)c1cc(-c2ccc(Br)cc2)on1 | 116 | 0
CC(C)C(=O)Nc1ccc2oc(-c3ccccc3Br)nc2c1 | nt | 6
O=S(=O)(Nc1cccc(-c2nc3cc(Cl)ccc3o2)c1)c1ccccc1 | nt | -9
Cc1cc(C)c(OCCCCN2CCC(C)CC2)c(C)c1 | nt | 4
O=C(CN1CCN(Cc2ccccc2)CC1)N1CCCc2c1c(=O)oc1ccc(O)cc21 | 93 | -5
CC1=C(C(=O)OC(C)C)C(c2cccs2)N2C(=O)C(C)SC2=N1 (stereo not drawn) | 87 | -5
Cc1ccccc1C(=O)c1cccn1CC(=O)NCC1CCCO1 (stereo not drawn) | 89 | 1
O=C1SCCC1NS(=O)(=O)c1cc(Cl)ccc1Cl (stereo not drawn) | nt | -17
O=C(CSc1nnnn1-c1ccccc1)N1CCCCC1 | nt | -5
Cc1ccc(C(=O)Nc2ccc(Br)cc2)cc1S(=O)(=O)Nc1ccccn1 | 88 | nt
N#Cc1c(-c2ccc(Cl)cc2)cc(C2CC2)nc1SCC(=O)O | 103 | nt
CCOC(=O)c1c(NC(=O)C(C(C)C)N2C(=O)c3ccccc3C2=O)sc2c1CCC2 (stereo not drawn) | 125 | nt
N#Cc1c(NC(=O)C2c3ccccc3Oc3ccccc32)sc2c1CCCCC2 | nt | 4
CCCOc1cccc(C(=O)Nc2c(C)ccc3nsnc23)c1 | nt | 17
O=C(N/N=C/c1ccc(C(=O)O)cc1)C(=O)N1CCCCCC1 | nt | -18
COc1ccc2[nH]c(=O)c(C(c3nnnn3C3CCCCC3)N3CCN(C)CC3)cc2c1 (stereo not drawn) | nt | 9
O=c1oc2cc(O)c(Cl)cc2c2c1CCCC2 | nt | -3
Cc1cccc(OCC(=O)NNC(=O)c2ccccc2C)c1 | nt | 1
C=CCN(CC=C)Cn1[nH]c(=O)ccc1=O | nt | -7
CCCc1[nH]nc2c1C(c1ccc(OC)c(Cn3nc(C)c(Br)c3C)c1)C(C#N)=C(N)O2 (stereo not drawn) | nt | -7
O=C(Nc1ccc2c(c1)OCCOCCOCCOCCO2)Nc1ccc2c(c1)OCCOCCOCCOCCO2 | 106 | nt
CCc1ccc(C2Nc3cccc4cccc(c34)N2)cc1 | nt | -9
CCOc1ccc2nc(NC(=O)C3CCN(S(=O)(=O)c4cnc[nH]4)CC3)sc2c1 | 95 | 8
CCC1CCCCN1Cc1nc2c(c(=O)n(C)c(=O)n2C)n1Cc1cccc2ccccc12 (stereo not drawn) | 74 | 0
COc1ccc(NC(=O)CC(NCCc2ccccc2)C(=O)O)c(OC)c1 (stereo not drawn) | 95 | -7
CCOC(=O)C1NN=C(C(=O)c2ccc(OC)cc2)C1c1ccccc1 (stereo not drawn) | 133 | 6
CCOC(=O)CSc1nnc(-c2cccc(OC)c2)n1-c1ccccc1 | nt | 94*
Fc1cccc(Cl)c1CSc1nnc(-c2ccccc2)o1 | nt | -8
Clc1ccccc1-c1nnn(Cc2ccc(-c3nn[nH]n3)cc2)n1 | 93 | -4
COc1ccc(Br)cc1/C=c1\sc2nc(-c3ccco3)nn2c1=O | 37* | nt
C=CCc1ccccc1OCCSc1nc2ccc(N)cc2s1 | nt | -14
COc1cc(/C=C2\C(=O)NC(=O)N(c3ccc(F)cc3)C2=O)ccc1OCc1ccc(C(=O)O)cc1 | nt | 2
O=C(Nc1ccc2c(c1)oc1ccccc12)c1ccco1 | nt | 4
Cc1cc(C)n2c(SCc3cccs3)nnc2n1 | 80 | nt
CC1(C)CC(=O)C(CC(=O)Nc2ccc(S(N)(=O)=O)cc2)=C(O)C1 | 105 | 2
O=C(/C=C/c1ccc(-c2ccccc2[N+](=O)[O-])o1)c1cc2ccccc2o1 | nt | 1
